PG9 binder – binds the HIV-1 gp120 antibody PG9 | TR-FRET gp120-PG9 antibody binding | inhibition, % at 6.7 µM | 360,000 compounds, 0.43% hits; in the data active means inhibition above about 8.5%
Tn7 DDE FP – inhibitors of Tn7 peptide binding to human fibrin DD(E); P02675; FP displacement of FITC-Tn7 peptide from fibrin DD(E); 0% = median of compound wells per plate; inhibition, % at 8.3 µM; 370,000 compounds, 0.13% hits; AID 720508;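 active means inhibition above the mean of compounds falling within the control limits plus 3 SD of them, cut at about 14% in these data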;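 further: 0% = plate median of compound wells and 100% = 10 µM Aha-Tn7 peptide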
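system = human fibrin DD(E) protein | quantity = DD(E) 2 µM final | medium = Tris/NaCl/CaCl2 buffer, pH 7.8 | also added = labelled Tn7 tracer, 0.1 µM | compound dosing = single point at 8.3 µM | timing = compound with protein 10 min, then 3 h after probe, room temperature | signal = FP measurement | benchmarks = Aha-Tn7 high control | repeats = one replicate per compound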
TDP2 inh – blocks human TDP2 phosphodiesterase activity | O95551 | recombinant TDP2, T5PNP hydrolysis, p-nitrophenol absorbance 415 nm | inhibition, % at 12.8 µM | 370,000 compounds, 0.34% hits | AID 720702;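 active means inhibition above the mean of all tested compounds plus 3 SD, set per campaign, cut at about 25% in these data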;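 further: 0% = DMSO with enzyme and 100% = buffer with substrate but no TDP2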
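System: recombinant human TDP2 / Amount: 120 nM TDP2 per well / Also added: 5 mM T5PNP chromogenic substrate / Doses: 12.8 µM single point, 1% DMSO / Incubation: 2 h at 37 °C / Detection: p-Nitrophenol epi absorbance / Evaluation: % inhibition relative to enzyme-containing and enzyme-free wells / Repeats: singlicate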
UHRF1 binding – UHRF1 methyl-DNA binding inhibition | UHRF1 binding to methylated oligo, TR-FRET | inhibition, % at 4.4 µM | 370,000 compounds, 0.75% hits | AID 687016; in the data active means inhibition above about 21%;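 further: UHRF1 SRA domain binding a hemimethylated CpG hairpin DNA probe; 0% = median of test compound wells and 100% = reference inhibitor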
Target sequence (Q96T88 whole entry, looked up, the tested form may be a part): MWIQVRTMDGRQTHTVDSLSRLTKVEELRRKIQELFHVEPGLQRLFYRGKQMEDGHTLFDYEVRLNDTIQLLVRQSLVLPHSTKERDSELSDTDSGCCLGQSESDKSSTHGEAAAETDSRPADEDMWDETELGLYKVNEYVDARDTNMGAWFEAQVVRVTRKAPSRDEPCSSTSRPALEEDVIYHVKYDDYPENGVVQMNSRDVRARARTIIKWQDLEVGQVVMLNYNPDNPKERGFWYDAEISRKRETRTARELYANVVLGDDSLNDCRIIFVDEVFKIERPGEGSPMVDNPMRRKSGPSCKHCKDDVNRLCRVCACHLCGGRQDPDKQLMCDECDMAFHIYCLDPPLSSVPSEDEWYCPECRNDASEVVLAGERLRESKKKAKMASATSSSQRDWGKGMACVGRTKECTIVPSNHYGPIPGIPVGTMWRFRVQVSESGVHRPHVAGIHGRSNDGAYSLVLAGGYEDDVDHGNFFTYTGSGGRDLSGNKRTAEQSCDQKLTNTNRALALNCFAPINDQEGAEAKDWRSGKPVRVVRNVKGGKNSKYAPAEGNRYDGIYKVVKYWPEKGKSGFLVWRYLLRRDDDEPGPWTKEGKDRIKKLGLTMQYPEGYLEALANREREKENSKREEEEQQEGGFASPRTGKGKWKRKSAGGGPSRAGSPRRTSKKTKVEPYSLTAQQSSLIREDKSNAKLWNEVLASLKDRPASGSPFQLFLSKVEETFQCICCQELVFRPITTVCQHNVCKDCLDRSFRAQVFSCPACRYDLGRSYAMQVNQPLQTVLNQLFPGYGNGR
PRMT1 FP inh – inhibitors of human PRMT1 | inhibition, % at 2.79 µM | 370,000 compounds, 1.3% hits | recombinant PRMT1, activity-based probe fluorescence polarization;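 active means inhibition above about 21% made by adding two undisclosed values, limit read from the data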
SIAE primary – blocks human sialic acid acetylesterase | inhibition, % at 9.66 µM | 370,000 compounds, 0.69% hits | SIAE FP-Rh probe binding, fluorescence polarization | Q9HAT2;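 active means inhibition above a cutoff: mean of compounds within the control limits plus 3 SD of those, cut at about 17% in these data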;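 further: 0% = plate median of compound wells and 100% = probe without SIAE protein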
LEDGF integ inh – blocks HIV-1 LEDGF/p75-dependent DNA integration | AID 743269 | inhibition, % at 3.7 µM | 370,000 compounds, 0.64% hits | TR-FRET IN-LEDGF/p75 DNA integration, Eu/Cy5;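 active means inhibition above the screen-wide mean plus 3 SD, cut at about 13% in these data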;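 further: signal is the Cy5 over europium emission ratio at 671 and 618 nm; 0% = plate median of compound wells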
TCR-CD3 inh – blocks the human TCR-CD3 interaction. AID 651800. TAMRA-labeled TCR probe fluorescence, biochemical. inhibition, % at 9.4 µM. 360,000 compounds, 0.37% hits; in the data active means inhibition above about 19%;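 further: recombinant mutant TCR 2C K166C tagged with TAMRA read by polarization; 0% = receptor in buffer alone and 100% = receptor with positive control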
ABHD4 inh – inhibitors of mouse ABHD4; Q8VD66; purified mABHD4, FP-Rh probe fluorescence polarization; inhibition, % at 8.92 µM; 370,000 compounds, 0.54% hits; AID 720543;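 active means inhibition exceeding the mean over every tested compound plus 3 SD, cut at about 30% in these data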;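 further: 0% = plate median of compound wells and 100% = S159A mutant with DMSO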
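Material: mouse ABHD4 enzyme, wild type; Benchmarks: S159A mutant high control, sample median low control; Buffer or medium: HEPES pH 7.0, NaCl, Pluronic buffer; Signal: fluorescence polarization; Read-out: percent inhibition of probe binding, normalized to plate controls; Timing: pre-incubation 45 min, probe exposure 60 min, at 25 °C; Dosing: 8.92 µM, single dose.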
HTRA1 inhibitor – inhibitors of human serine peptidase HTRA1; inhibition, % at 5.96 µM; recombinant HTRA1, FP-rhodamine activity-based probe, fluorescence polarization; 340,000 compounds, 0.5% hits; Q92743; in the data active means inhibition above about 36%;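 further: 0% = enzyme with DMSO and 100% = wells lacking enzyme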
* marks the source's active call; other numbers are inactive results.

SMILES | PG9 binder | Tn7 DDE FP | TDP2 inh | UHRF1 binding | PRMT1 FP inh | SIAE primary | LEDGF integ inh | TCR-CD3 inh | ABHD4 inh | HTRA1 inhibitor
Cc1ccccc1-n1c(-c2ccc(=O)[nH]n2)n[nH]c1=S | -0.3 | 4 | -4 | 3 | -1 | 6 | -4 | 6 | -2 | -5
COc1cc(CN2CC(=O)N(c3cccc(Cl)c3C)C2=S)cc(OC)c1OC | 0.0 | 3 | -15 | 2 | -2 | -11 | -2 | 9 | -2 | -7
CCOC(=O)N1CCN(C(=O)CCn2c(=S)[nH]c3ccccc3c2=O)CC1 | 0.9 | 3 | -5 | 0 | 1 | 3 | -2 | 0 | -5 | -3
C[C@@H]1CN([C@@H](C)CO)S(=O)(=O)c2ccc(Br)cc2O[C@H]1CN(C)Cc1ccccn1 | 0.8 | 0 | -4 | -2 | -2 | -6 | 2 | -5 | -6 | 0
COc1cc(C(=O)NCCC(c2ccccc2)c2ccccc2)cc(OC)c1OC | 0.6 | -4 | -3 | 0 | -2 | -3 | 0 | 7 | -12 | -8
CNC(CC(C)C)C(=O)NC1C(=O)NC(CC(N)=O)C(=O)NC2C(=O)NC3C(=O)NC(C(=O)NC(C(=O)O)c4cc(O)cc(O)c4-c4cc3ccc4O)C(O)c3ccc(c(Cl)c3)Oc3cc2cc(c3OC2OC(CO)C(O)C(O)C2OC2C[C@](C)(N)C(O)C(C)O2)Oc2ccc(cc2Cl)C1O (some centres undefined) | -3.1 | 3 | -5 | -1 | -3 | -2 | -5 | -2 | 6 | 6
CC(C)CCOCc1nc2sc3c(c2c(=O)[nH]1)CCC(C)C3 (centres undefined) | 0.1 | -4 | -7 | 5 | 2 | -13 | 2 | -2 | -10 | -8
CC(=O)Nc1ccc(S(=O)(=O)NCc2cn3c(C)csc3n2)cc1 | -0.3 | 5 | 6 | 1 | -1 | 3 | 2 | 1 | 1 | 7
CN(Cc1cn(-c2ccccc2)nc1-c1cc2ccccc2o1)C(=O)CCC(=O)O | -2.7 | -5 | -20 | 2 | -4 | -9 | 4 | -1 | -4 | -8
O=C(NN1C(=O)C2C3C=CC(O3)C2C1=O)c1ccncc1 (centres undefined) | -0.3 | -1 | 5 | -1 | 4 | 2 | 2 | -8 | -1 | -10
COc1ccc(NC(=S)N(CCc2ccncc2)C(C)C)cc1Cl | -0.1 | 5 | 9 | -1 | 1 | 6 | -2 | 0 | 0 | -5
c1ccc(CSc2nnc(-c3ccccc3)c(-c3ccccc3)n2)cc1 | -0.1 | 2 | -8 | 6 | 3 | -1 | -4 | 2 | -10 | -27
CCOc1ccc(C2=Nc3ccccc3C(c3ccc(N4CCOCC4)cc3)=NN2)cc1 | -1.4 | -2 | 11 | -3 | 2 | 7 | 1 | 2 | 3 | 0
CCN1C(=NCc2ccc(OC)cc2)N[C@@H](c2ccccc2)[C@H](C(=O)OC)[C@H]1C | -0.5 | -6 | 1 | 0 | -3 | -3 | -2 | -1 | 4 | -5
CCc1ccn2cc(-c3cc(-c4ccccc4)no3)nc2c1 | 1.6 | 1 | 0 | 3 | 1 | -11 | -5 | -3 | -11 | -32

Arranged by value in LEDGF integ inh (ascending): some entries from above.
Structure,PG9 binder,Tn7 DDE FP,TDP2 inh,UHRF1 binding,PRMT1 FP inh,SIAE primary,LEDGF integ inh,TCR-CD3 inh,HTRA1 inhibitor
COc1cc(C(=O)NCCC(c2ccccc2)c2ccccc2)cc(OC)c1OC,0.6,-4,-3,0,-2,-3,0,7,-8
CC(C)CCOCc1nc2sc3c(c2c(=O)[nH]1)CCC(C)C3 (centres undefined),0.1,-4,-7,5,2,-13,2,-2,-8
CN(Cc1cn(-c2ccccc2)nc1-c1cc2ccccc2o1)C(=O)CCC(=O)O,-2.7,-5,-20,2,-4,-9,4,-1,-8

(cont.)
SMILES | PG9 binder | Tn7 DDE FP | TDP2 inh | UHRF1 binding | PRMT1 FP inh | SIAE primary | LEDGF integ inh | TCR-CD3 inh | ABHD4 inh | HTRA1 inhibitor
Cc1ccccc1NC(=O)c1ccc(Cn2cc([N+](=O)[O-])cn2)o1 | -0.9 | -2 | 0 | -1 | 0 | 0 | 0 | 7 | 3 | -1
O=C1/C(=C/c2ccccc2)Oc2cc(OC(=O)N3CCOCC3)ccc21 | 1.4 | -2 | 0 | -2 | -3 | 4 | 1 | 2 | 4 | 4
Cc1cc(C)nc(SCC(=O)c2ccc3c(c2)OCCO3)n1 | -2.7 | -4 | 0 | 4 | 1 | 8 | 2 | -3 | -10 | -8
COc1ccc(S(=O)(=O)N2CCc3ccccc32)cc1C(=O)Nc1ccc(C(N)=O)cc1 | 0.6 | -1 | 0 | 0 | 1 | -5 | -4 | -3 | -2 | -10
CCOC(=O)C(C(=O)OCC)C1CS(=O)(=O)CC1C(C(=O)OCC)C(=O)OCC (centres undefined) | 0.1 | -4 | -23 | 3 | -3 | 2 | 0 | -6 | -6 | 1
CCOC(=O)C1CCN(C(=O)c2oc3ccc4c(c3c2C)C(O)CC2(CCCCC2)O4)CC1 (centres undefined) | 1.6 | 3 | -7 | 1 | 5 | 2 | -3 | -3 | -7 | -18
Cn1c(-[n+]2c(-c3ccccc3)cc(-c3ccccc3)cc2-c2ccccc2)nc2cc([N+](=O)[O-])ccc21 | -2.9 | 7 | 8 | 4 | 2 | 2 | -1 | 1 | -2 | -16
COc1cc(OC)cc(C(=O)OCC(=O)N(C)c2ccccc2)c1 | -0.4 | 6 | 6 | 0 | -2 | -3 | 4 | 4 | -6 | -3
CCOC(=O)c1c(S(=O)(=O)NCC(=O)NCc2ccc(C)cc2)c(C)n(C)c1C | -2.6 | -2 | 13 | -3 | 1 | 17 | 0 | 0 | -1 | -3
Cc1[nH]c2ccc3ncccc3c2c1C | -2.4 | 4 | -3 | -8 | 2 | 13 | 2 | -5 | -9 | -7
COc1ccccc1N(CC(=O)Nc1cccnc1)S(=O)(=O)c1ccccc1 | -0.4 | -7 | 3 | 0 | 6 | -3 | 0 | -3 | -4 | 5
COCc1cc(/C=N\NC(=O)Cc2ccc(OC)cc2)ccc1OC | -1.1 | 5 | 2 | -5 | -3 | 2 | -2 | 0 | -1 | 0
CC(Oc1cccc(Cl)c1)C(=O)Nc1ccccc1N1CCCCC1 (centres undefined) | 0.9 | 1 | 1 | 5 | 5 | 3 | -3 | -6 | 7 | -11
Clc1ccc(CSc2cc3c(nn2)-c2ccccc2CC3)cc1Cl | -0.5 | -5 | -9 | -3 | -2 | -12 | 2 | -1 | -12 | -33
CC1=NN(C(=O)Cc2ccccc2)C(O)(c2cccnc2)C1 (centres undefined) | -0.7 | -4 | 10 | 5 | -3 | 9 | 3 | 3 | -3 | 1
CCOCCCNC(=O)C(NC(=O)Cc1c[nH]c2ccccc12)c1ccccc1 (centres undefined) | -0.5 | 1 | 2 | 0 | 0 | -3 | -1 | 2 | 3 | -1
Cc1nn(-c2ccccc2)nc1C(=O)c1c(C)[nH]n(-c2ccccc2)c1=O | 0.2 | 4 | -1 | -3 | 2 | 3 | -3 | 0 | 4 | 5
CC(=O)Nc1ccc2sccc2c1 | -1.2 | 2 | 3 | 5 | 3 | 4 | -3 | -1 | 0 | 6
Cc1onc(-c2c(Cl)cccc2Cl)c1C(=O)c1ccccc1 | 2.6 | 4 | 0 | 0 | -2 | 2 | -2 | 3 | -6 | 13
CN(C(=O)c1ccc(NC(=O)Cc2cccc(NC(=O)C3CCN(C(=O)C4CCCCC4)CC3)c2)cc1)C1CCCC1 | -1.7 | -5 | 5 | 9 | 0 | 2 | 0 | -3 | 4 | -15
Cc1cccc(OCCC(=O)Nc2ccc(N3CCOCC3)cc2N2CCOCC2)c1 | -1.3 | -8 | -2 | -1 | 0 | -3 | 2 | -1 | 35* | 1
Cc1cc(C)c(S(=O)(=O)N2CCCC2=O)cc1N(C)S(C)(=O)=O | -0.7 | 0 | 12 | 0 | 1 | -4 | 1 | 2 | -3 | 9
COc1cc(N=Nc2ccc(C(=O)N(C)C)cc2)c(C)cc1N | -6.9 | 1 | 0 | -9 | 0 | 4 | 2 | 5 | 24 | 8
CCc1nc(NCCCn2ccnc2)c2oc3ccccc3c2n1 | -1.6 | -7 | -11 | 3 | -1 | -2 | 1 | 2 | 4 | 3
CCOc1ccccc1N(C(=O)c1snc(C(N)=O)c1N)C(C(=O)NCC1CCCO1)c1ccc2ncccc2c1 (centres undefined) | -1.3 | -1 | 8 | -1 | -3 | 0 | 1 | 1 | -4 | 2
Cc1ccc(C(=O)NCC(C)(C)O)cc1 | -1.0 | 6 | 0 | 2 | 1 | -4 | -2 | 7 | -2 | 1
Cc1[nH]c(=O)nc(SCc2cccc(Cl)c2)c1C#N | 0.1 | -5 | -12 | 3 | 1 | -8 | 2 | -5 | -23 | -29
CCc1nnc(NC(=O)c2ccc(S(=O)(=O)N3CCCC3)cc2)s1 | -0.7 | -2 | -12 | -1 | -3 | 3 | 3 | -4 | 5 | -1
COc1ccccc1N1CCN(C(=O)CCc2ccccc2)CC1 | -0.7 | 6 | 7 | 1 | -1 | 0 | -3 | -13 | 4 | 1
CCn1c(SCC(=O)Nc2nnc(C)s2)nnc1-c1ccncc1 | -2.3 | -1 | 4 | -1 | 2 | -3 | -3 | -1 | 1 | 1
Clc1ccc(C2=Nn3c(nnc3-c3cccs3)SC2)cc1 | 1.7 | -4 | 1 | -1 | 2 | -1 | -2 | -1 | 0 | -3
COCCN(CCOC)C(=O)COC(=O)c1cc([N+](=O)[O-])ccc1Cl | -3.6 | 7 | -16 | -1 | -2 | 0 | -1 | 7 | -3 | 0
O=S(=O)(NC1CCCC1)c1cccc(S(=O)(=O)N2CCC(n3nnc4ccccc43)CC2)c1 | -0.4 | 7 | -2 | 12 | -2 | -7 | -6 | 10 | -1 | -22
O=C1OCc2cccc([N+](=O)[O-])c21 | -1.5 | -6 | -8 | 3 | 1 | 1 | 1 | 5 | -4 | 1
CN(C)C(CNc1ccc(S(C)(=O)=O)cc1[N+](=O)[O-])c1ccccc1 (centres undefined) | -0.2 | -4 | -6 | -4 | -1 | 1 | 3 | 5 | 1 | -7
COc1ccc(NC(=O)Cn2nnc(C(=O)NCCc3ccc(OC)c(OC)c3)c2N)c(OC)c1 | 1.1 | -1 | -5 | 1 | -2 | 4 | -2 | 9 | 0 | 7
O=C(COc1cc(=O)n2c(n1)SCCC2)c1ccccc1 | -1.5 | -3 | -1 | -2 | -2 | 2 | 4 | 3 | 6 | -9
CN(C)S(=O)(=O)c1cccc(C(=O)N2CCc3ccccc32)c1 | 0.6 | 1 | -9 | -1 | -2 | 5 | 0 | -3 | 1 | -9
CC1(C)Cc2c(sc(NC(=O)COc3ccccc3)c2C#N)C(C)(C)N1 | -0.5 | -6 | -1 | 0 | -2 | 0 | 3 | 2 | -2 | 3

Compound activity (PubChem BioAssay)
